# TSG101-PTAP inh: qHTS Assay for Iinhibitors of HIV-1 Budding by Blocking the Interaction of PTAP/TSG101; Fluorescence polarization, FITC-PTAP peptide / Tsg101 binding; 340,000 tested, under 10 active; AID 493005, 2010; Tumor susceptibility gene 101 protein (Homo sapiens), Q99816; Potency, µM (top dose mostly 115 µM), for inactives: top-dose activity change, negative = inhibition, hits mostly inhibitors; active means well fitted inhibition curve with a large enough effect in the main read-out, with a control signal flat, not every such curve was filed as active; inconclusive means small, poorly fitted or top-dose-only effect, or effect the other way, or a change in a side signal; inactive means no such curve, though single readings can be large or run the other way; further: potency means the concentration at half of the fitted maximal effect; % of control where 0% means no effect
#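 Steps: Tsg101 binding domain dispensed (10 uM final), compounds pinned in DMSO, FITC-labeled PTAP-motif peptide added (50 nM final); after 20 min binding at room temperature, polarization measured.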
# p53 reactivation: qHTS assay for re-activators of p53 using a Luc reporter | H1299 p53-A138V BP100-luciferase reporter, luminescence, 24 h | Potency, µM (top dose mostly 92.2 µM), inactives show at the highest dose activity change, positive = activation, usual class: activators | hit rate 0.063% among 320,000; further: potency means the concentration at half of the fitted maximal effect; % of control where 0% means no effect; nearly all actives have a fitted effect of over 45% in size
#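 p53-null H1299 cells stably carrying temperature-sensitive p53-A138V and a BP100-luciferase reporter were pinned with compounds (4-point, 1:5 series) and held 24 hrs at 37 deg C. Luminescence was read 10 min after detection reagent.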
# USP2a block: qHTS Assay for Inhibitors of Ubiquitin-specific Protease USP2a Using CHOP2 as the Reporter | Ubiquitin carboxyl-terminal hydrolase 2 (Homo sapiens), O75604 | USP2 core, Ub-CHOP2 coupled fluorogenic reporter, 485/531 | Potency, µM (highest dose often 38.3 µM), inactives show top-dose activity change, negative = inhibition, usual class: inhibitors | hit rate 0.01% among 330,000;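 further: potency means the concentration at half of the fitted maximal effect; plate controls were DMSO wells for no effect and full inhibition by NEM control for full effect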
#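 USP2 core (10nM final) preincubated 30min RT with compound in 20mM Tris-HCl pH 8.0, 2mM CaCl2, 2mM beta-mercaptoethanol, 0.05% CHAPS; 25nM Ub-CHOP2 plus 25nM reporter substrate added, fluorescence (Ex485/Em531) read after 60min.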
# BRCA1 expr up: qHTS Assay to Identify Small Molecule Activators of BRCA1 Expression. MCF7-BRCA1-FFLuc reporter, luminescence, 48 h; response scale: scaled: vehicle 0%, 10 µM genistein 100%. Potency, µM (highest dose often 46.1 µM), for inactives: top-dose activation, hits mostly activators. hit rate 1.1% among 380,000. AID 624202, 2012; further: potency means the concentration at half of the fitted maximal effect; nearly all actives have a fitted effect of over 80% in size; some results filed as inactive show a strong effect at the top dose
#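 MCF7-BRCA1-FFLuc, 2000 cells/well; 2 h attach, 37 °C/5% CO2; compound 48 h; luciferase substrate 15 min; luminescence end-point. Norm. to genistein 10 microM max activation and DMSO; concentration-response curves fitted.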
# Eya2 inh: qHTS Assay for Inhibitors of the Phosphatase Activity of Eya2; Potency, µM (series often up to 76.9 µM), inactives show top-dose activity, negative = inhibition, most hits filed as inhibitors; hit rate 0.006% among 330,000; recombinant Eya2, OMFP fluorescence dephosphorylation (OMFP is methylfluorescein phosphate); further: potency means the concentration at half of the fitted maximal effect; on the % scale 0 is the no-effect control and ±100 the full control effect
#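 Eya2 (0.2 uM) preincubated 10 min at ambient with compound, then OMFP substrate added at 50 uM; 10 min reaction in 50 mM HEPES pH 7.5, 50 mM NaCl, 5 uM MgCl2, 0.05% BSA, 1 mM DTT. Fluorescence read at Ex 485/Em 525 nm.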
# ELG1 genotoxic: qHTS screen for small molecules that induce genotoxicity in human embryonic kidney (HEK293T) cells expressing luciferase-tagged ELG1; HEK293T ELG1-luciferase reporter, luminescence, 16 h; Potency, µM (highest dose often 46 µM), for the others: top-dose activity change, positive = activation, most hits filed as activators; hit rate 1.3% among 330,000; further: potency means the concentration at half of the fitted maximal effect; % of control where 0% means no effect; nearly all actives have a fitted effect of over 60% in size
#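 DMSO vehicle served as control against compound-treated ELG1-luciferase HEK293T cells; exposure lasted 16 hr at 37 °C and 5% CO2, followed by ONE-Glo luminescence detection after 30 min.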
# TRPV1 ag: HTS Assay for Compounds that Act as Agonists of the Vanilloid Receptor 1; Transient receptor potential cation channel subfamily V member 1 (Homo sapiens), Q8NER1; TRPV1-expressing cells, Fluo-8 calcium influx, agonist mode; activation, % at 8.33 µM; hit rate 0.19% among 320,000; in the data active means activation above about 80%; inconclusive means between about 30% and that limit; further: 0% is about no effect
# Target sequence (Q8NER1 whole entry, looked up): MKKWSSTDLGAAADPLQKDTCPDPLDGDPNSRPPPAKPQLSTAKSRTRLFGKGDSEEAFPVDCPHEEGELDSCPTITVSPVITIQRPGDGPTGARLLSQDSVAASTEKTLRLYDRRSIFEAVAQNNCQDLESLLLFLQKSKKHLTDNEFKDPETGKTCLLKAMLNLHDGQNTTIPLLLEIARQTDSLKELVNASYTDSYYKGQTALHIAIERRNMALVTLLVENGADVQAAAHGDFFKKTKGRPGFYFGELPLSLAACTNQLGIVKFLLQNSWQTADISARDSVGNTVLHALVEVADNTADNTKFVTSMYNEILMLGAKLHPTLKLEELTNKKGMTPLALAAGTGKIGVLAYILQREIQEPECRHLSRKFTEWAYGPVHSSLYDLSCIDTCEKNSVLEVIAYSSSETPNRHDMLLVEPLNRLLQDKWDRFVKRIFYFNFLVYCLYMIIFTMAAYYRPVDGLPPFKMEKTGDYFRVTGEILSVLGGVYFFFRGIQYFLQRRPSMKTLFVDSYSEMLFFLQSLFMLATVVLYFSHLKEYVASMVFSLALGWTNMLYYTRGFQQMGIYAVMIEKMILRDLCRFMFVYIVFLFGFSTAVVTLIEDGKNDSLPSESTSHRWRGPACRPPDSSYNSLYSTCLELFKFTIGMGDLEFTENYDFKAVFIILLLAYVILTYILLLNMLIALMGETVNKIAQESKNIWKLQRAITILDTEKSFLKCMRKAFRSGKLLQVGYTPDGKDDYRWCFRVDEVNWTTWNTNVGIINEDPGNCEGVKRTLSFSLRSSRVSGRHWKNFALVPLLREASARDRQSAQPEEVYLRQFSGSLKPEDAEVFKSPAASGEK
#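 Fluo-8 calcium influx in TRPV1-expressing cells, kinetic read (ex 480/em 520 nm). Compound added and read 3 min for agonist activity, followed by capsaicin at EC20 final and 2 min further read for enhancement.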
# ASM inhibitor: Inhibitors of Secretory Acid Sphingomyelinase (S-ASM): qHTS; hit rate 0.006% among 340,000; Potency, µM (top dose mostly 57.5 µM), for inactives: at the top dose activity change, negative = inhibition, hits mostly inhibitors; placental ASM, HMU-PC fluorogenic substrate, 60 min; Sphingomyelin phosphodiesterase (Homo sapiens), P17405; further: potency means the concentration at half of the fitted maximal effect
#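 HMU-PC0 cleavage (9 uM final) by human placental ASM, 60 min at 37 °C following 10 min compound exposure at RT; stopped at pH 10, fluorescence Ex 386/Em 447 nm.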
# uPA surface inh: qHTS for Inhibitors of Cell Surface uPA Generation; cell surface uPA generation assay, qHTS; Potency, µM (doses to about 38.3 µM), for the others: top-dose activity change, negative = inhibition, usual class: inhibitors; hit rate 0.31% among 330,000; AID 540303, 2011; active means well fitted inhibition curve with a large enough effect; inconclusive means small, poorly fitted or top-dose-only effect; inactive means no such curve, though single readings can be large or run the other way; tested in mouse RAW 264.7 cells; further: potency means the concentration at half of the fitted maximal effect; on the % scale 0 is the no-effect control and ±100 the full control effect; nearly all actives have a fitted effect of over 55% in size
# B2AR arrestin: qHTS assay of beta-arrestin-biased ligands of beta2-adrenergic receptor; Beta-2 adrenergic receptor (Homo sapiens), P07550; beta-arrestin recruitment to beta2AR, cell-based reporter; Potency, µM (top dose mostly 46.1 µM), for the others: top-dose activation, actives largely listed as activators; hit rate 0.02% among 330,000;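 further: potency means the concentration at half of the fitted maximal effect; 0% = DMSO controls and full agonism = EC100 isoproterenol or metaproterenol; nearly all actives have a fitted effect of over 65% in size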
# Integrin act MD: qHTS for Activators of Integrin-Mediated Alleviation for Muscular Dystrophy; alpha7betagal myoblasts, beta-gal FDG fluorescence, 48 h; hit rate 0.064% among 350,000; Potency, µM (highest dose often 38.3 µM), inactives show top-dose activation, most hits filed as activators; AID 624291, 2012;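 further: potency means the concentration at half of the fitted maximal effect; 100% = response of the positive control SU9516; nearly all actives have a fitted effect of over 60% in size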
#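 alpha7betagal+/- myoblasts (passage 13, 250/well) treated 48 h at 37C with compounds at 1:260 dilution of DMSO stock. Lysed, then beta-galactosidase activity read as FDG fluorescence (ex 480/em 540) after 30 min, with pre-read for autofluorescence.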
# Numbers without * were called inactive; i = inactive; u = inconclusive; x = not tested or not shown; & = joins results of further samples; [ ] = another dose, or the depositor's remark. Unless noted, the call rests on the fitted dose curve; in most records, active means well fitted curve in the direction sought with a large enough effect; inconclusive means small, poorly fitted or top-dose-only effect, or another doubt; inactive means no such curve, though single readings can be large; an effect the other way counts as inactive or inconclusive.
SMILES,TSG101-PTAP inh,p53 reactivation,USP2a block,BRCA1 expr up,Eya2 inh,ELG1 genotoxic,TRPV1 ag,ASM inhibitor,uPA surface inh,B2AR arrestin,Integrin act MD
C=CCn1c(O)c(N=Nc2ccccc2)c2ccccc21,-12.7%,x,1.4%,-34.9%,-1.8%,0.9%,11.7,-5.0%,-3.0%,0.2%,-26.6%
CCn1nc(C)c(CNCc2cn[nH]c2-c2cc3ccccc3o2)c1C,-9.2%,-4.6%,1.5%,0.0%,7.2%,0.0%,1.4,-0.5%,0.3%,-1.0%,-19.8%
Cc1ccc2c(C(=O)N3CCN(c4ccccc4)CC3)cc(-c3cccnc3)nc2c1C,-4.0%,-5.7%,-0.8%,-87.1%[inhibitor],3.6%,-3.4%,2.9,-6.1%,0.3%,-0.2%,-33.4%
COc1ccc(C(=O)NCC(=O)N/N=C(\C)Cc2ccccc2)cc1,-3.3%,11.0%,-0.3%,-25.7%,-4.1%,0.4%,7.3,0.8%,0.1%,0.5%,u
Cc1ccc(CNC(=O)Nc2ccc(F)cc2F)n1C,-10.5%,7.8%,-2.0%,7.9%,-5.1%,4.4%,3.9,9.9%,2.0%,-0.2%,-19.5%
O=S(=O)(c1cccc(S(=O)(=O)N2CCOCC2)c1)N1CCCCCC1,0.9%,4.8%,2.5%,-12.4%,6.7%,-0.3%,6.1,3.4%,0.6%,-3.2%,-27.4%
COc1ccc(NC(=O)CC(CC(=O)O)c2cc(OC)c(OC)c(OC)c2)cc1 (centres undefined),1.0%,-2.8%,0.7%,12.8%,18.6%,-0.7%,1.0,4.2%,u,0.0%,-16.8%
C/C(=N\NC(=O)c1ccc(COc2ccccc2)cc1)c1ccncc1,-1.4%,-5.2%,3.4%,1.2%,21.6%,1.6%,24.3,-5.5%,7.9%,-0.4%,3.6%
CSc1ncccc1C(=O)NC1CCCc2c1cnn2-c1ccc(C)c(C)c1 (centres undefined),-0.3%,-7.1%,4.2%,-24.5%,9.8%,-5.4%,u,-6.6%,1.7%,-0.3%,-39.1%[inhibitor]
CCc1nn(CCCC(=O)NCc2ccc(C)cc2)c(=O)c2cc3occc3n12,3.6%,-3.5%,-5.3%,-24.4%&-8.6%,4.3%,0.6%[9.26 µM],7.5,i,-7.9%,0.5%,-23.7%
COCCCn1cc(C(=O)c2cc(OC)ccc2OCC(=O)N2CCCCC2C)cc(C#N)c1=O (centres undefined),-0.2%,3.4%,0.4%,24.9%,-3.3%,4.4%,-0.8,76.4%[activator],-0.4%,-0.1%,-26.1%
Cc1cccc(NC(=S)N=Nc2c(O)[nH]c3ccccc23)c1,-5.8%,5.0%,4.3%,-65.6%,-4.8%,5.3%,1.0,-23.6%,-8.6%,-0.4%,-35.7%[inhibitor]
Cc1ccc(N2CCN(C(=O)c3ccccc3F)CC2)c(C)c1,-0.1%,-2.1%,-1.0%,-9.5%,-19.6%,u,u,2.4%,4.4%,0.3%,11.4%
Cc1sc2nc(SCc3nc(-c4ccccc4)no3)n(-c3ccccc3)c(=O)c2c1C,-2.9%,-1.3%,1.1%,14.7%,-1.5%,0.6%,-1.1,-0.2%,2.5%,0.3%,2.6%
S=C(NCC(c1ccco1)N1CCCC1)Nc1ccccc1 (centres undefined),0.0%,0.8%,1.5%,3.0%,7.3%,8.9%,-3.1,1.6%,-4.4%,-0.1%,8.6%
CN(CC(=O)Nc1ccc(F)cc1)C(=O)c1ccccc1Sc1ccccc1C#N,-1.1%,-6.0%,-0.8%,-15.0%,8.4%,-5.3%,7.4,1.3%,1.5%,0.2%,-17.6%
O=C(NCC(=O)N1CCCC1)c1cccs1,-8.3%,u,9.1%,59.7%,17.3%,u,-6.0,4.5%,7.2%,-0.2%,30.0%
COc1ccc2nc(NC(=O)c3c(C)noc3C)sc2c1,-5.2%,u,2.5%,2.82µM*,3.1%,u,-0.6,-2.2%,u,-0.7%,71.5%
Cc1cc(C)nc(-n2nc(C)c3c(C(F)(F)F)cc(=O)[nH]c32)n1,-3.1%,-3.9%,-2.8%,-14.3%,3.2%,-1.1%,4.1,-2.2%,2.0%,5.1%,3.3%
CC(=O)Nc1ccc(NC(=O)C(C)OC(=O)CCCOc2ccc(Cl)c(C)c2)cc1 (centres undefined),-2.4%,18.1%,-1.2%,-2.1%,-4.8%,-1.6%,9.6,-6.4%,-5.8%,-0.8%,9.4%
Cc1ccccc1N(CC(=O)O)S(C)(=O)=O,-1.4%,-9.8%,-0.2%,-15.5%,4.0%,1.4%,3.0,3.1%,0.1%,-0.3%,23.3%
Cc1c([N+](=O)[O-])c(C/C=N/O)nn1C,1.5%,0.4%,3.3%,-7.9%,4.3%,-0.2%,-3.8,-2.5%,-4.1%,-0.4%,33.6%
CSc1nc(O)c(C(c2ccccc2)c2c(O)nc(SC)[nH]c2=O)c(=O)[nH]1,-0.3%,x,0.8%,-3.5%,1.9%,-0.2%,-4.1,1.4%,18.1%,-0.2%,0.0%
COCC(=O)Nc1ccccc1C#N,-9.4%,-3.3%,-1.0%,5.6%,-0.9%,-3.4%,1.2,5.6%,-1.4%,0.0%,11.4%
COc1ccc(NC(=O)c2cc(S(=O)(=O)N3CCCCC3)ccc2OC)cc1,-12.8%,1.6%,-1.4%,-9.0%,1.8%,0.3%,-3.7,-1.1%,7.4%,-0.8%,u
Cn1cccc1CC(=O)NNC(=S)NC(=O)c1ccc(F)cc1,-0.9%,u,-4.8%,-2.3%,x,-0.2%,1.5,6.5%,-15.6%,-1.1%,-24.1%
COc1cc(/C=C/C(=O)O)cc(S(=O)(=O)Nc2ccc3c(c2)CCC3)c1OC,-5.7%,4.0%,4.1%,-5.2%,-4.7%,-0.9%,-0.8,8.5%,3.1%,-0.4%,64.2%
CCN(CC)C(=O)C1CCN(Cc2cccc(OCc3ccccc3)c2)CC1,-6.6%,-0.2%,-1.4%,-18.2%,2.6%,-1.7%,-3.4,-0.5%,-6.4%,0.4%,-11.5%
Cc1nc2ccccn2c1CN(C)C(=O)C1CCC(=O)N(Cc2cccc(F)c2)C1 (centres undefined),-3.2%,15.0%,2.3%,-0.7%,3.0%,-0.5%,0.0,3.4%,1.5%,-0.1%,-20.7%
COc1ccc(S(=O)(=O)N2CCCC(C(=O)N3CCN(C)CC3)C2)cc1C (centres undefined),-0.1%,6.2%,-2.2%,-16.6%,3.5%,-0.1%,-1.0,0.6%,-0.3%,0.2%,-1.3%
O=C(CCSc1ccc(F)cc1)NNC(=O)c1ccccc1Cl,-4.3%,20.2%,1.6%,1.4%,-11.9%,2.8%,-2.0,-0.8%,12.9%,-0.9%,9.2%
O=S(=O)(c1ccc(-c2csc(Nc3ccc(F)cc3)n2)cc1)N1CCCC1,-3.1%,-3.4%,3.8%,-43.3%,5.0%,8.2%,0.7,15.4%,5.1%,-2.5%,-24.6%
Cc1cccc(OCC(=O)Nc2ccc3c(c2)nc(CCN2CCC(C)CC2)n3C)c1,-4.1%,-10.1%,1.9%,-29.8%,10.5%,-2.7%,-1.6,-0.4%,-27.1%,0.2%,-18.2%
O=C(COC(=O)C1CCN(S(=O)(=O)c2ccccc2)CC1)NCCc1ccccc1,-4.6%,3.8%,1.8%,21.8%,20.8%,-2.0%,-2.4,4.9%,9.2%,0.0%,21.4%
O=C(Nc1nc2ccccc2s1)C1CCN(C(=O)c2ccco2)CC1,-4.6%,4.7%,0.0%,-4.5%,4.4%,-13.6%,6.4,6.4%,2.2%,-0.3%,-25.7%
Cc1ccc(S(=O)(=O)c2ccc(Cl)cc2)cc1S(=O)(=O)N(C)CC(=O)O,-9.6%,-0.4%,2.7%,-20.7%,8.0%,0.9%,0.6,-0.6%,4.4%,-0.5%,1.5%
Cc1ccnc2nc(C(=O)Nc3nc(-c4ccccn4)cs3)nn12,-5.2%,-1.3%,2.9%,0.0%,1.2%,-0.9%,-0.5,-0.4%,-2.3%,-0.3%,-29.5%

# Source: PubChem
